# NR5A2 inv ag: suppresses constitutive activity of human LRH-1; O00482; inhibition, % at 3.6 µM; HEK293T StAR-luciferase reporter, LRH-1 transfected, 24 h; actives 0.13% (n = 360,000);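 active = inhibition above the mean inhibition of all tested compounds plus 3 SD, cut at about 73% in these data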;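 note: 0% = DMSO wells and 100% = reporter-only cells lacking LRH-1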
# NR2F2 inh: blocks human COUP-TFII nuclear receptor; actives 0.7% (n = 370,000); P24468; inhibition, % at 8.6 µM; HEK293T NGFI-A luciferase reporter, luminescence;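 active = inhibition above a per-plate cutoff, mean inhibition of test wells between control levels plus 3 SD, cut at about 38% in these data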;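 note: cells cotransfected with COUP-TFII expression vector driving the NGFI-A reporter; 0% = median of COUP-TF2 test wells and 100% = reporter-only cells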
# SRC2 inh: human SRC2 (NCOA2) inhibition; AID 651957; inhibition, % at 9 µM; actives 0.17% (n = 370,000); HEK293 GAL4-SRC2 luciferase reporter, luminescence;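 active = inhibition above the mean inhibition of all tested compounds plus 3 SD, set per campaign, cut at about 52% in these data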;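 note: 0% = DMSO treated cells and 100% = cells given Gossypol at 36 µM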
# NCOA3 inh: inhibitors of human steroid receptor coactivator 3 (SRC3); HEK293 GAL4-SRC3 luciferase reporter, luminescence; Q9Y6Q9; AID 588352; actives 0.17% (n = 360,000); inhibition, % at 3.6 µM;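 active = inhibition above a per-campaign cutoff, the mean of all compounds plus 3 SD, cut at about 60% in these data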;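 note: 0% = DMSO-treated cells and 100% = gossypol-treated cells at 36 µM; higher means less SRC3-driven luciferase light from the GAL4 reporter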
# TLR9-MyD88 block: TLR9-MyD88 interaction inhibition; CHO BLA complementation TLR9-MyD88, CCF4 FRET ratio; inhibition, % at 4.98 µM; actives 0.21% (n = 340,000); AID 504734;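 active = inhibition above the mean over all tested compounds plus 3 SD, cut at about 21% in these data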;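 note: 0% = DMSO only wells and 100% = clavulanate BLA inhibitor control wells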
# TROY NFkB inh: blocks TROY-dependent signaling in reporter cells; Q293 LMP1-TROYcd NF-kB luciferase reporter, 4 h; actives 0.98% (n = 360,000); inhibition, % at 10 µM; AID 1347056;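 active = compounds whose plate-normalised and pattern-corrected inhibition of the luciferase reporter signal at the single screening dose is 50% or more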
# TWEAK Fn14 block: inhibitors of TWEAK-Fn14 interaction signaling | TWEAK-stimulated Fn14 reporter cells, luciferase luminescence, 8 h | inhibition, % at 10 µM | actives 2% (n = 360,000) | AID 1159606; in the data active = inhibition above about 50%
# SRC1 inh: inhibits human SRC1 coactivator; HEK293 GAL4-SRC1 luciferase reporter, luminescence; inhibition, % at 3.6 µM; Q15788; actives 0.12% (n = 360,000);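 active = inhibition above the campaign mean plus 3 SD, with each screening campaign given its own cutoff, cut at about 60% in these data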;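 note: 0% = DMSO treated cells and 100% = gossypol at 36 µM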
# Exocytosis inh: lytic granule exocytosis inhibition; TALL-104 LAMP-1 surface exposure, flow cytometry; cells stimulated with thapsigargin and PMA; inhibition, % at 10 µM; actives 0.66% (n = 360,000);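 active = inhibition above about 55%, limit read from the data; inconclusive = no clear call, values can overlap the other calls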
# NOD2-RIPK2 inh: blocks binding of human NOD2 to RIPK2 | O43353 | CHO BLA complementation NOD2-RIPK2, CCF4 ratio | inhibition, % at 4.98 µM | actives 0.38% (n = 360,000) | AID 624267; in the data active = inhibition above about 21%;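 note: 0% = vehicle only and 100% = reference blocker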
# ABHD5 PLIN5 PPI: inhibitors of human ABHD5-perilipin-5 interaction; Q00G26+Q8WTS1; Split G. princeps luciferase complementation, luminescence, 4 h; inhibition, % at 4 µM; actives 0.78% (n = 360,000); AID 602281;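 active = inhibition above the mean inhibition across every tested compound plus 3 SD, cut at about 22% in these data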;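 note: 0% = DMSO only wells and the 100% control is not disclosed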
# Target sequence (Q00G26 whole entry, looked up): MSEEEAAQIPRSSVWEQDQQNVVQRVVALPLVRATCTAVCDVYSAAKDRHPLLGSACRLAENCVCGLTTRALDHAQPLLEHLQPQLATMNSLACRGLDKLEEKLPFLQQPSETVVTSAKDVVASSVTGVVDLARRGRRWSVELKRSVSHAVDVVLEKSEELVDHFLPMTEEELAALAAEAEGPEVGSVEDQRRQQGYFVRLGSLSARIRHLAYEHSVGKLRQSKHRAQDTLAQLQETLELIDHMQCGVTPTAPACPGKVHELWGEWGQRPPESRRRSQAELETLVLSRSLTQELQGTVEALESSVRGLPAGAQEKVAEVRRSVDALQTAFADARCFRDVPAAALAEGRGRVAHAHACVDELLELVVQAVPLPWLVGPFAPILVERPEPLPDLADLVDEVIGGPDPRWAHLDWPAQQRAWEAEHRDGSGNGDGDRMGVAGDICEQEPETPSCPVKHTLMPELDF
# Target sequence (Q8WTS1 whole entry, looked up): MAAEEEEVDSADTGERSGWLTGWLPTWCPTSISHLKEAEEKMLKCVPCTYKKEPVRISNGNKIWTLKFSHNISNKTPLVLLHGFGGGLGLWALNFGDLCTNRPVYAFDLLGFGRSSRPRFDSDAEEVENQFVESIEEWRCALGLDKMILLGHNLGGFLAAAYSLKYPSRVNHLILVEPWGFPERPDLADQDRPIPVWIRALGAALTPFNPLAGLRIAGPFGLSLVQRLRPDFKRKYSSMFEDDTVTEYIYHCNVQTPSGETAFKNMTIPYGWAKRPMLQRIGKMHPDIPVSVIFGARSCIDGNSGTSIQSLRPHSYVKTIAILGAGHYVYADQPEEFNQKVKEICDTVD
# * = called active by the depositor; u = inconclusive; x = no result given. This is a subset (hit frequency here may not be typical).
SMILES,NR5A2 inv ag,NR2F2 inh,SRC2 inh,NCOA3 inh,TLR9-MyD88 block,TROY NFkB inh,TWEAK Fn14 block,SRC1 inh,Exocytosis inh,NOD2-RIPK2 inh,ABHD5 PLIN5 PPI
CC(=O)c1cc2c(cc1N(C(=O)Cn1nnc3ccccc31)C(C(=O)NCCC(C)C)c1cccnc1)OCO2 (stereo not given),3,-1,5,9,x,0,-13,7,-1,10,-4
O=C1c2ccccc2-c2onc3ccc(Oc4ccccc4)c1c23,14,12,1,-6,19,-7,56*,-5,85*,9,7
O=C(NCc1ccc(F)cc1)c1ccc(N2CCOCC2)c([N+](=O)[O-])c1,11,-4,1,3,5,1,-6,10,-7,-2,0
O=C(Cn1c(S(=O)(=O)Cc2ccccc2)nc2ccccc21)N1CCCCC1,8,-19,10,23,-2,2,3,19,1,-4,2
CCc1c(C)[nH]c(=S)c(C#N)c1C,1,4,6,-36,2,-1,-2,-15,3,-4,-4
COc1ccc(NC(=O)CN(c2ccc(OC)cc2)S(=O)(=O)c2ccc(OC)c(OC)c2)cc1,7,27,4,-5,4,4,2,14,5,0,4
O=C(COC(=O)C1CCC1)NCc1ccc(Cl)cc1Cl,-10,19,-27,-24,-1,-40,-1,1,2,-4,7
O=C(COC(=O)c1cccc(Br)c1)Nc1cccc(S(=O)(=O)N2CCCCC2)c1,4,-4,-13,-7,-2,7,5,-12,-2,0,0
Cc1ccc(SCC(=O)NCc2ccccc2C)cc1,3,-2,20,5,-2,-9,-14,-17,3,-10,4
NC(=O)c1ccc(NCCc2ccco2)cc1,-9,-5,-58,1,x,-7,3,-5,1,4,10
OCCN1CCN(CCOc2cccc(Cl)c2)CC1,20,-6,-15,11,8,5,-1,13,0,-15,5
COc1ccc(Oc2nc(SC)nc3ccsc23)cc1,-3,8,11,8,-3,3,21,-2,1,4,-2
Cn1[nH]c(=O)c(Cl)c(Cl)c1=O,-5,4,-33,-6,9,-23,2,2,0,0,3
O=C(O)CN(Cc1ccccc1)S(=O)(=O)c1ccc2c(c1)OCCO2,-9,-14,-8,10,-8,23,7,3,-3,-6,-2
COC(=O)c1ccccc1NC(=O)C1CC(c2ccc(F)cc2)=NO1 (stereo not given),9,5,12,5,5,5,-27,6,-6,-9,-2
CON=C1CCN(c2ncc(C(F)(F)F)cc2Cl)CC1,-1,-5,-23,9,11,-13,-16,1,-2,-3,-1
CC1CCCCN1C(=O)COC(=O)c1cc(Cl)c2c(c1)OCO2 (stereo not given),-66,-27,-39,-50,5,-59,-20,-70,7,-2,4
COc1cccc(NC(=O)CN(C)C(=O)CNC(=O)c2ccc3ccccc3c2)c1,-13,-3,-29,-20,-3,-8,-14,-27,-5,6,-4
COc1ccc(C(=O)N/N=C(\Cc2ncc[nH]2)c2ccccc2)cc1,-52,-29,-3,1,-1,-62,1,3,-8,-7,7
O=C1CCC(C(=O)N2CCCCCCC2)CN1Cc1cccc(C(F)(F)F)c1 (stereo not given),-1,10,-17,-12,-8,1,-13,-5,-1,7,2
COc1ccc(N(CC(=O)NCCSCc2c(F)cccc2Cl)S(C)(=O)=O)cc1OC,-5,x,x,16,-10,-1,1,9,-4,-7,-1
Cc1nn(-c2ccccn2)c2c1C(=O)CC(C)(C)C2Br (stereo not given),5,6,-11,10,-4,-2,-2,-6,u,-7,-3
CCOC(=O)C1CCCN(c2cc(C)nc3cc(-c4ccc(Cl)cc4)nn23)C1 (stereo not given),0,-7,-10,15,4,-25,-6,-12,4,0,2
CCN(CC)c1ccc(S(=O)(=O)N2CCOCC2)cc1NC(=O)COC(=O)/C=C/c1ccc(C)o1,-8,7,-15,-35,2,-4,4,-10,4,-1,-1
NC(=O)N/C=C1\CCCOC1=O,-18,9,-1,-10,-7,-9,10,-17,0,2,-5
COc1ccc(N(CC(=O)NCc2cccs2)S(=O)(=O)c2ccc(C(C)=O)cc2)cc1,-2,10,12,-7,3,-6,-7,-14,6,-3,7
C[C@@H]1CN([C@@H](C)CO)C(=O)Cc2cc(NC(=O)Nc3ccc4c(c3)OCO4)ccc2O[C@@H]1CN(C)C(=O)NC1CCCCC1,-6,-14,5,-10,7,-1,-12,-13,-2,12,-2
Cc1ccc(C(=O)NN=C2CCCC2)cc1C,-45,14,-22,-25,5,-32,-6,-21,1,-5,1
Cc1ccc(NC(=O)c2sc3nc(N)c(C#N)cc3c2N)cc1,-88,-33,-29,-63,17,-67,-13,-74,-2,7,-6
Cc1cc(C)cc(NC(=S)NC(=O)CCN2C(=O)c3ccccc3C2=O)c1,-12,-1,-5,4,-6,-19,-13,-10,6,4,-2
N/C(=N\OC(=O)c1ccc(Br)o1)c1cccnc1,-69,-27,-12,-35,5,-87,-36,-64,0,-1,2
Cc1cc(C)cc(Nc2nc3ccc(C)cc3n3cnnc23)c1,-4,17,9,-6,-1,9,7,1,-7,-9,5
Cc1ccc(NC(=O)CN(C)S(=O)(=O)c2cccc3cccnc23)cc1C,-26,1,5,-11,-18,-1,-8,5,-4,-15,-17
OCCN1CCN(c2ncnc3nc[nH]c23)CC1,20,-9,-17,-6,11,-2,2,-1,0,-18,6
O=C(Nc1ncccn1)C1c2ccccc2Oc2ccccc21,1,7,-2,11,-1,11,4,-12,1,-1,-4
CC(C)Sc1snnc1-c1ccccc1,0,-23,6,8,15,-14,13,-13,-1,-4,9
Cc1noc(C)c1S(=O)(=O)N1CCC(C(=O)NCCN2CCC(C)CC2)CC1,16,0,4,1,-5,10,-11,-15,-1,-2,4
COc1cc2c(cc1OC)C1c3ccc(OC)c(OC)c3OCC1(O)C2 (stereo not given),20,-18,-6,-15,2,-4,-2,3,-5,5,0
Cc1cccc(C)c1NC(=O)CN1C(=O)COc2ccccc21,-4,17,12,-5,-3,-2,-14,-1,-7,-2,-6
CCc1ccc(C(=O)CN2C(=O)NC(C)(CCc3ccccc3)C2=O)cc1 (stereo not given),-14,-5,23,10,-6,-25,-4,13,5,6,-5
COc1ccc(NC(=O)CCN2CCN(S(=O)(=O)c3ccc(OC)cc3)CC2)cc1,8,2,-4,4,-9,3,-5,0,-3,-6,-6
Cc1ccccc1NC(=O)c1onc2c1CCCC2,-137,-38,-40,-98,-4,x,-10,-77,-2,-12,-8
CC(C)(C)c1ccc(CSc2nnc(-c3ccccc3NC(=O)c3ccccc3)o2)cc1,-7,-3,8,6,8,-2,2,-2,2,-2,-6
COCCOc1ccc(C(F)(F)F)cc1N,3,-6,31,18,0,-3,2,14,1,2,3
CCc1ccc([C@@H]2C[C@H]3[C@@H](CN2S(=O)(=O)c2ccc(C)cc2)C(=O)C[C@@H](c2ccccc2F)N3S(=O)(=O)c2ccc(C)cc2)cc1,7,9,9,-10,4,0,-7,5,-7,9,1
S=c1[nH]nc(Cn2cnc3ccccc32)n1-c1ccccc1Cl,1,-22,-1,7,1,-13,-10,-16,10,-6,-1
CN(CCOc1ccccc1)Cc1ccccc1,11,x,x,9,x,1,-8,4,10,2,1
COc1ccc(NS(=O)(=O)c2ccc(/C=C/C(=O)O)cc2)cc1S(=O)(=O)N1CCOCC1,0,7,-17,10,8,-4,-25,-2,8,3,5
Cc1ccc(C(=O)NC(Cc2c[nH]c3ccccc23)C(=O)O)cc1 (stereo not given),-1,-20,5,6,1,14,20,1,2,5,-2
O=[N+]([O-])c1cccc(-c2nnc(-c3ccccc3F)o2)c1,-69,-24,-116,-75,7,-69,-27,-79,10,5,4
# Next section.
SMILES,NR5A2 inv ag,NR2F2 inh,SRC2 inh,NCOA3 inh,TLR9-MyD88 block,TROY NFkB inh,TWEAK Fn14 block,SRC1 inh,Exocytosis inh,NOD2-RIPK2 inh,ABHD5 PLIN5 PPI
O=C(CC1(O)CCCCC1)OC1CCCC1,-8,x,x,-7,-2,6,29,-17,-10,6,-2
CC(=O)N1CCN(Cc2nc(-c3cccc(Cl)c3)no2)CC1,1,-30,6,2,5,-6,10,-10,-2,-14,-2
CCOC(=O)C1CCN(S(=O)(=O)c2cccc(-c3cn4cccnc4n3)c2)CC1,2,6,7,-24,-9,10,4,-12,0,-9,-10
C[C@H](CO)N1C[C@H](C)[C@H](CN(C)S(C)(=O)=O)OCc2cnnn2CCCC1=O,20,-23,22,11,5,-13,15,3,-5,1,5
COc1ccc(CC(=O)N[C@@H](CCSC)C(=O)N2CCC3(CC2)NCCc2[nH]cnc23)cc1,-25,4,-13,-3,-15,-23,22,1,19,-8,-5
Cc1cc(C)n2nc(C(=O)OCC(=O)Nc3cc(Cl)ccc3C)nc2n1,-12,-2,-14,15,-4,0,-1,-9,-4,-17,-3
O=[N+]([O-])c1ccc2nc(CN3CCCCC3)[nH]c2c1,-17,3,0,-17,5,-7,18,-25,-2,-3,-1
CN(/N=C/c1ccc(Cl)cc1)c1ncc(Cl)cc1C(F)(F)F,-2,-8,-9,-4,8,-15,0,-4,-5,-4,4
OCc1ccccc1CN1CCCCCC1,-4,-3,19,15,4,-19,7,-6,-4,-2,0
N#CC1=C(N)C(C#N)(C#N)[C@H](c2ccsc2)[C@H]2COCC=C12,24,3,-22,-3,7,5,-1,10,6,-2,-6
Cn1c(-c2ccc(F)cc2)cnc1NCc1ccccc1F,-43,-5,-48,-20,-9,22,-6,-42,21,7,-8
CCC[C@H]1CN(c2ccccc2)C(=O)[C@@H]1CC(=O)Nc1ccc(OC)cc1,-11,8,14,9,-19,1,-2,-28,-1,-2,-2
CCOc1ccccc1OCCCC(=O)Nc1sccc1C(N)=O,-11,6,-3,14,0,-10,14,-1,-3,-13,0

# Sorted by number of heavy atoms (rising): 9 of the compounds above
SMILES,NR5A2 inv ag,NR2F2 inh,SRC2 inh,NCOA3 inh,TLR9-MyD88 block,TROY NFkB inh,TWEAK Fn14 block,SRC1 inh,Exocytosis inh,NOD2-RIPK2 inh,ABHD5 PLIN5 PPI
OCc1ccccc1CN1CCCCCC1,-4,-3,19,15,4,-19,7,-6,-4,-2,0
O=[N+]([O-])c1ccc2nc(CN3CCCCC3)[nH]c2c1,-17,3,0,-17,5,-7,18,-25,-2,-3,-1
Cn1c(-c2ccc(F)cc2)cnc1NCc1ccccc1F,-43,-5,-48,-20,-9,22,-6,-42,21,7,-8
CCOc1ccccc1OCCCC(=O)Nc1sccc1C(N)=O,-11,6,-3,14,0,-10,14,-1,-3,-13,0
Cc1cc(C)n2nc(C(=O)OCC(=O)Nc3cc(Cl)ccc3C)nc2n1,-12,-2,-14,15,-4,0,-1,-9,-4,-17,-3
CCC[C@H]1CN(c2ccccc2)C(=O)[C@@H]1CC(=O)Nc1ccc(OC)cc1,-11,8,14,9,-19,1,-2,-28,-1,-2,-2
C[C@H](CO)N1C[C@H](C)[C@H](CN(C)S(C)(=O)=O)OCc2cnnn2CCCC1=O,20,-23,22,11,5,-13,15,3,-5,1,5
CCOC(=O)C1CCN(S(=O)(=O)c2cccc(-c3cn4cccnc4n3)c2)CC1,2,6,7,-24,-9,10,4,-12,0,-9,-10
COc1ccc(CC(=O)N[C@@H](CCSC)C(=O)N2CCC3(CC2)NCCc2[nH]cnc23)cc1,-25,4,-13,-3,-15,-23,22,1,19,-8,-5

# Assay outcomes from PubChem.
